Assay outcomes (PubChem BioAssay)
CHT inh – human CHT choline transport inhibition; B-score at 10 µM; Q9GZV3; AID 488975; CHT-expressing cells, membrane potential dye, choline response; stronger effect = lower value; hit rate 0.86% among 310,000;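 active = B-score over 3 SD under the library average, and starting fluorescence ratio not unusually high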;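 note: choline stimulus applied at its EC90 after an EC20 pre-addition; B-score computed on integrated fluorescence ratio after choline addition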
Target sequence (Q9GZV3 whole entry, looked up): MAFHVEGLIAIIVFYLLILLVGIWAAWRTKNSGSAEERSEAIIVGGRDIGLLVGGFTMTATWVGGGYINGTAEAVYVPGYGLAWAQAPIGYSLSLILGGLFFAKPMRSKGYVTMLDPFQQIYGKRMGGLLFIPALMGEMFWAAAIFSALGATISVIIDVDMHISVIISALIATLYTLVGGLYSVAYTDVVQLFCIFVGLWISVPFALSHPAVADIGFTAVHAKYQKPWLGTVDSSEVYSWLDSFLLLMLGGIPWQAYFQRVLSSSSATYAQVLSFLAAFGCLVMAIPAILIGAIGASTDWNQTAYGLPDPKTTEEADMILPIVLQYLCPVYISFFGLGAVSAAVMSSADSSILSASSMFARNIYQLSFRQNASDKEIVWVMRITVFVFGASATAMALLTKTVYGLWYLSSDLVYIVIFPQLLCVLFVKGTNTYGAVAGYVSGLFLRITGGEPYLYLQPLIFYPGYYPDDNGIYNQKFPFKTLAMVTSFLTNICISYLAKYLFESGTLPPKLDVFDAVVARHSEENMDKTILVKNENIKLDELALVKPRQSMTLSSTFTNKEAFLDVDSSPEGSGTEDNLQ
CHT PAM – allosteric activators of human choline transporter CHT | AID 488977 | hit rate 0.49% among 310,000 | Q9GZV3 | B-score at 10 µM | CHT-expressing cells, membrane potential dye, choline EC20; stronger effect = higher value; LV-AA mutant CHT in HEK293 cells;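 active = initial fluorescence not abnormally high and integrated response B-score, plate-corrected, over 3 SD above library mean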
* = called active by the depositor; i = inactive.

Values in the order – CHT PAM, CHT inh
- CCOC(=O)c1nnn(CC(=O)NC(=O)Nc2ccc(F)cc2)c1C(=O)OCC
 : i, i
- COc1ccc(CNc2ncc(-c3ccc(Cl)cc3)n2C)c(OC)c1OC
 : i, i
- Cc1nc2sc(C(=O)c3ccccc3)c(N)c2c2c1CCCC2
 : i, i
- COc1ccc(-n2nc(C(=O)NCC(=O)NCC3CCCO3)c3ccccc3c2=O)cc1 (stereo not given)
 : i, i
- O=S1(=O)CCO[C@H]2Cc3ccccc3[C@H]2N1Cc1ccccc1Br
 : i, i
- NNC(=O)CCN(Cc1ccco1)S(=O)(=O)c1ccc(Cl)cc1
 : i, i
- COc1cccc(/C=N/NC(=O)CNC(=O)/C=C\c2ccccc2)c1O
 : i, i
- CN(C)S(=O)(=O)N1CCc2ccc(NC(=O)c3ccc(C(F)(F)F)cc3)cc2C1
 : i, i
- Cc1ccc(S(=O)(=O)Nc2cccc(N(C)S(C)(=O)=O)c2)cc1[N+](=O)[O-]
 : i, i
- COc1cc(NC(=O)CN2C(=O)CSc3ccc(S(=O)(=O)N4CCCC4)cc32)cc(OC)c1
 : i, i

(more compounds)
Values in the order – CHT PAM, CHT inh
- CCOC(=O)Cc1c(C)nc2c(-c3ccc(Cl)cc3)c(C)[nH]n2c1=O
 : i, i
- CCOC(=O)c1ccc(NC(C)=O)c([N+](=O)[O-])c1
 : i, i
- Cc1cc(C)c(C)c(S(=O)(=O)NCC(=O)N2CCCC2)c1C
 : i, i
- Cc1ccccc1NC(=O)c1ccc(C)c(S(=O)(=O)N2CCN(C)CC2)c1
 : i, -5.7*
- Cn1c(=O)c2c(nc(SCc3cccnc3)n2Cc2ccccc2)n(C)c1=O
 : i, i
- Cc1nnc2sc(-c3cccc(NC(=O)c4cccnc4)c3)nn12
 : 7.9*, i
- CC(=O)c1ccc(NC(=O)CC23CC4CC(C2)CC(n2nnc(C)n2)(C4)C3)cc1
 : i, i
- Cc1ccc(NC(=O)CSc2nc3sc(C)cc3c(=O)n2C)cc1
 : i, i
- Cc1ccc(OCCn2cc(/C=N/NC(=O)c3ccncc3)c3ccccc32)cc1
 : i, i
- OCCC1CN(C2CCSCC2)CCN1C1CCCC1 (stereo not given)
 : i, i

(continued)
Values in the order – CHT PAM, CHT inh
- Cc1ccc(-n2c(=O)cc(N3CCC(C)CC3)[nH]c2=O)cc1
 : i, i
- Cc1ccc(C)c(N2CCN(S(=O)(=O)c3ccc4c(c3)oc(=O)n4C)CC2)c1
 : i, i
- CCOc1cc(S(=O)(=O)NCc2ccccc2)ccc1F
 : i, i
- O=C(CNc1cccc(Cl)c1)c1ccc(Cl)cc1
 : i, i
- CC(C)=CC(=O)OCC(=O)Nc1nc(C)c(Cl)cc1Cl
 : i, i
- O=C(CCCOc1ccccc1)Nc1ncccn1
 : i, i
- COC(=O)c1cn(NC(=O)c2ccc3c(c2)OCO3)c(=O)c2ccccc12
 : i, i
- O=C1COc2ccc(C(=O)NCc3ccc4c(c3)OCO4)cc2N1
 : i, i
- N#Cc1nnn(-c2ccc(Cl)cc2)c1N
 : i, i
- Cc1ccc(N2CCN(C(=O)c3nn(C)c4c3CS(=O)(=O)c3ccccc3-4)CC2C)cc1 (stereo not given)
 : i, i

New compounds follow:
Values in the order – CHT PAM, CHT inh
- O=C(Cc1n[nH]c(=O)c2ccccc12)NCc1ccc(Cl)cc1
 : i, i
- CCn1c(N2CCN(C(=S)Nc3ccc(OC)cc3)CC2)nc2ccccc21
 : i, i
- CCCSc1nc2ccccc2n1CC(=O)O
 : i, i
- Cc1cccc(N2N=C(C(=O)N3CC(=O)Nc4ccccc43)CCC2=O)c1
 : i, i
- O=C(NCc1cccc(Cl)c1)c1ccc2c(c1)OCCO2
 : i, i
- COCC1CCCCN1C(=O)C1CCN(c2nc(-c3ccccc3)nc3c2CCC3)CC1 (stereo not given)
 : i, i
- COc1ccc2nc3ccccc3nc2c1N
 : i, i
- CCC(=O)N1c2ccc(S(=O)(=O)N3CCN(c4ccccc4Cl)CC3)cc2CC1C (stereo not given)
 : i, i
- CCCn1c(SCC(=O)Nc2nnc(C)s2)nnc1C1CC1
 : i, i
- CCCC(=O)Nc1c(-c2ccc(C)cc2)c(=O)c2ccccc2n1C
 : i, i

The list continues:
Values in the order – CHT PAM, CHT inh
- CC(=O)n1cc([C@H]2C=C(C(=O)N3CCN(Cc4ccccc4)CC3)O[C@@H](OCCCCO)C2)c2ccccc21
 : i, i
- Cc1ccc(OCC(=O)Nc2ccncc2)cc1
 : i, i
- COc1ccccc1NS(=O)(=O)c1ccc(C)c(C(=O)NCC(c2ccco2)N(C)C)c1 (stereo not given)
 : i, i
- CC1(C)Cc2c(cnn2-c2ccc(F)cc2)C(NC(=O)Cn2cncn2)C1 (stereo not given)
 : i, i
- CC(C)[C@H](NC(=O)[C@H](Cc1ccccc1)n1c(=O)[nH]c2ccccc2c1=O)C(=O)N1CCC[C@@H]1C(=O)O
 : i, i
- O=C(NCCC(=O)N1CCN(c2ncccn2)CC1)c1ccccc1
 : i, i
- COc1ccc(/C=N/NC(=O)COc2ccccc2-c2ccccc2)cc1
 : i, i
- c1ccc(Cn2nnnc2CN2CCCC2)cc1
 : i, i
- COC(=O)C1=C(C(=O)c2ccc(C)cc2)C(c2ccc(O)c(OC)c2)n2nnnc2N1 (stereo not given)
 : i, i
- COCCNC(=O)c1cccc(OC2CCN(Cc3ccc(C(C)C)cc3)CC2)c1
 : i, i

(continued)
Values in the order – CHT PAM, CHT inh
- Cc1ccc2c(C)[nH]c(=O)cc2c1
 : i, i
- CC(NC(=O)CCc1nnc(-c2ccc(-c3ccccc3)cc2)o1)c1nc2ccccc2[nH]1 (stereo not given)
 : i, i
- C=CCOc1ccc(/C=C2\C(=N)N3N=C(S(=O)(=O)CC)SC3=NC2=O)cc1OC
 : i, i
- CCOC(=S)SCC(=O)Nc1ncc(C)s1
 : i, i
- Cc1cccc(C)c1Nc1nnc(SCC(=O)c2ccc(Br)s2)s1
 : i, i
- CC12c3ccccc3C(c3ccccc31)C1C(=O)N(c3ccncc3)C(=O)C12 (stereo not given)
 : i, i
- Cc1ccc(NC(=O)c2ccc(OC(=S)N3CCOCC3)cc2)cc1
 : i, i
- S=C(NCc1ccccc1)NCc1ccccc1Cl
 : i, i
- CC(=O)Nc1nc2ccc(S(=O)(=O)N3CCCCC3)cc2s1
 : i, i
- O=C(NC1CCCCC1)C(c1ccncc1)N(C(=O)c1ccco1)c1ccc(F)cc1 (stereo not given)
 : i, i

Continued:
Values in the order – CHT PAM, CHT inh
- CC(C)Cc1cc(CN2CCCC(CO)(Cc3cccc(Cl)c3)C2)[nH]n1 (stereo not given)
 : i, i
- COc1ccccc1-c1cn[nH]c1-c1ccc(OCc2ccc([N+](=O)[O-])cc2)cc1O
 : i, i
- NS(=O)(=O)c1cccc(NC(=O)CCS(=O)(=O)c2ccc(Cl)cc2)c1
 : i, i
- O=C(/C=C/c1ccc(F)cc1)NC(Cc1c[nH]c2ccccc12)C(=O)O (stereo not given)
 : i, i
- N#Cc1cc(-c2ccccc2)oc1/N=C/c1ccccc1O
 : i, i
- COc1ccc(-c2noc(-c3ccccc3Cl)n2)cc1OC
 : i, i
- Cc1cc(=O)oc2cc(OC(C)C(=O)N3CCCc4ccccc43)ccc12 (stereo not given)
 : i, i
- Cc1ccc(NS(=O)(=O)c2ccc(-c3ccc(=O)[nH]n3)o2)cc1N(C)C
 : i, i
- CCOc1ccc(-c2c(C(=O)N/N=C/c3ccoc3)nnn2-c2nonc2N)cc1
 : i, i
- Cc1ccc2c(C)c(C(=O)Nc3c(C)n(C)n(-c4ccccc4)c3=O)oc2c1
 : i, i

Five entries picked at random from those above:
Values in the order – CHT PAM, CHT inh
- Cc1ccc2c(C)c(C(=O)Nc3c(C)n(C)n(-c4ccccc4)c3=O)oc2c1
 : i, i
- COc1ccc(-c2noc(-c3ccccc3Cl)n2)cc1OC
 : i, i
- COc1ccccc1-c1cn[nH]c1-c1ccc(OCc2ccc([N+](=O)[O-])cc2)cc1O
 : i, i
- Cc1cc(=O)oc2cc(OC(C)C(=O)N3CCCc4ccccc43)ccc12 (stereo not given)
 : i, i
- Cc1ccc(NS(=O)(=O)c2ccc(-c3ccc(=O)[nH]n3)o2)cc1N(C)C
 : i, i

Continuation:
Values in the order – CHT PAM, CHT inh
- CCn1c2ccccc2c2cc(NC(=O)CNCc3ccccc3OC)ccc21
 : i, i
- COc1ccccc1NC(=O)C1Cc2ccccc2CN1C(=O)c1ccco1 (stereo not given)
 : i, i
- Oc1ccccc1C1=Nc2ccccc2N=C(c2ccco2)C1
 : i, i
- CC(=O)c1cc(F)c(N2CCN(C(=O)Cc3ccccc3)CC2)cc1C
 : i, i
- CC(C)(C)NC(=S)N/N=C/c1cccnc1
 : i, i
- CCN(CC)c1ccc(NC(=O)Nc2ccccc2C(F)(F)F)cc1
 : i, i
- c1ccc(N2CCN(c3nc(-c4cccs4)nc4ccccc34)CC2)cc1
 : i, i
- CSCCC(NC(N)=O)C(=O)NCC1CCCCC1 (stereo not given)
 : i, i
- CC(C)(C)NC(=O)CN(C(=O)CS(=O)CC(=O)Nc1ccc(F)cc1)c1ccc(F)c(Cl)c1 (stereo not given)
 : i, i
- O=C(CCN1C(=O)c2ccccc2S1(=O)=O)N1CCN(c2cccc(Cl)c2)CC1
 : i, i

(list continues)
Values in the order – CHT PAM, CHT inh
- CCOc1ccc(C(=O)Nc2nncs2)cc1OCC
 : i, i
- CC(=O)NNc1nc(-c2ccccc2)cs1
 : i, i
- O=C(NC1CCCCC1)C(Cc1ccccc1)NS(=O)(=O)c1cccs1 (stereo not given)
 : i, i
- Cc1ccccc1C(=O)c1cccn1CC(=O)NC(C)c1ccccc1 (stereo not given)
 : i, -6.8*
- Cn1c(CO)cnc1SCc1ccc(Cl)cc1
 : i, i
- O=C(Cn1nc(-c2ccccc2)ccc1=O)NCC1COCCO1 (stereo not given)
 : i, i
- CC1CCCCN1S(=O)(=O)c1ccc([N+](=O)[O-])cc1 (stereo not given)
 : i, i
- COc1ccc(-c2noc(CCC(=O)N3CCN(Cc4ccccc4)CC3)n2)cc1
 : i, i
- CCOC(=O)C1=C(C)NC(C)=C(C(=O)OCCNC(=O)c2cccnc2)C1c1cccc([N+](=O)[O-])c1 (stereo not given)
 : i, i
- CCOC(=O)c1snc(C(=O)NC2CCCCC2)c1N
 : i, i

Remaining list, next part:
Values in the order – CHT PAM, CHT inh
- CCCOc1nc2c(c(=O)n(C)c(=O)n2C)n1C
 : i, i
- CCN1/C(=C/c2ccc3cccc(C)c3[n+]2CC)Sc2ccccc21
 : i, i
- Cc1cc(-c2ccccc2)n(-c2ccc(C(=O)N3CCN(c4ncccn4)CC3)cc2)n1
 : i, -6.4*
- Cc1cc(NC(=O)CCCn2cnc([N+](=O)[O-])n2)no1
 : i, i
- O=C(c1ccc(S(=O)(=O)NCc2ccco2)cc1)N1CCN(Cc2ccc3c(c2)OCO3)CC1
 : i, i
- Cc1ccc(C(=O)NCCN2CCOCC2)cc1S(=O)(=O)N1CCCCC1
 : i, i
- CCOc1c(N2CC(C)OC(C)C2)c(=O)c1=O (stereo not given)
 : i, i
- CN1C(=O)/C(=N\OC(=O)c2cccc3ccccc23)c2ccccc21
 : i, i
- CN(C)c1ccc(C2CC(=O)OC3=C2C(=O)CC(C)(C)C3)cc1 (stereo not given)
 : i, i
- COc1ccc(CCNC(=O)C2CCN(S(C)(=O)=O)CC2)cc1OC
 : i, i

New compounds follow:
Values in the order – CHT PAM, CHT inh
- O=C(/C=C/c1ccccc1)NCC(=O)N/N=C\c1cccnc1
 : i, i
- CC(C)(C)C1CCC2(CC1)CC(=O)c1ccccc1O2 (stereo not given)
 : i, i
- O=C(COC(=O)Cc1c(F)cccc1Cl)Nc1nnc(-c2ccccc2)o1
 : i, i
- Cc1ccc(S(=O)(=O)NC(=O)Nc2ccc(F)c(F)c2)cc1
 : i, i
- CCc1nc(NCc2ccco2)c2oc3ccccc3c2n1
 : i, i
- COC(=O)c1ccc(Oc2ccc(S(=O)(=O)N3CCCCC3)cc2N)cc1
 : i, i
- N#C/C(=C\c1ccc(O)c(O)c1)C(=O)N1CCCC1
 : i, i
- O=C(OCC(=O)N1N=C(c2ccc(Cl)cc2)CC1c1ccco1)c1ccco1 (stereo not given)
 : i, i
- CC12CCC(C(=O)N(CC3CO3)C1=O)C2(C)C (stereo not given)
 : i, i
- Cc1ccc(-c2c3c(=O)n(C)c(=O)n(C)c3cn2N2CCOCC2)cc1
 : i, i

Next entries follow:
Values in the order – CHT PAM, CHT inh
- COc1cccc(NC(=O)CN(C2=NC3CS(=O)(=O)CC3S2)c2cccc(C)c2)c1 (stereo not given)
 : i, i
- O=C(NCC(=O)N(c1cccnc1)C(C(=O)NC1CCCC1)c1ccc(F)cc1)c1ccco1 (stereo not given)
 : i, i
- Cc1nnc(SCCN2C(=O)c3ccccc3C2=O)nc1C
 : i, i
- Cc1ccc(C)c(N2CCN(S(=O)(=O)c3c(C(=O)N4CCCCC4)c(C)n(C)c3C)CC2)c1
 : i, i
- COc1ccc([C@@H]2[C@@H]3C(=O)N(C(C)(C)C)C(=O)[C@@H]3[C@]3(Cc4ccccc4)C(=O)N(c4cccc(Cl)c4)C(=O)N23)cc1
 : i, i
- CCn1c(SCC(=O)Nc2cc(OC)ccc2OC)nc2c(c1=O)SCC2
 : i, i
- Cc1nnc(SCC(=O)Nc2ccc(Br)cn2)[nH]c1=O
 : i, i
- CCOC(=O)c1c(C)oc2c1c(C=NCCC(=O)O)c(O)c1ccccc12
 : i, i
- Clc1cccc(CN2CCc3c([nH]c4ccccc34)C2)c1Cl
 : i, i
- COC(=O)c1c(NC(=O)CN2CCN(S(=O)(=O)c3ccccc3)CC2)sc2c1CCC(C)C2 (stereo not given)
 : i, i

Further compounds
Values in the order – CHT PAM, CHT inh
- CC(C)Nc1nc(-c2ccncc2)nc(-c2ccccc2)c1C#N
 : i, i
- COc1ccc(C(=O)Nc2ccccc2C(N)=O)cc1
 : i, i
- Cc1ccc(NC(=O)c2ccc3c(SCC(=O)O)c4c(nc3c2)CCCC4)c(Br)c1
 : i, i
- CCOc1ccc(NCc2nnc(SCC(=O)Nc3cc(C)on3)n2-c2ccccc2OC)cc1
 : i, i
- CCOC(=O)C1CCN(S(=O)(=O)c2cc(Br)cc3c2N(C(=O)C2CC2)CC3)CC1
 : i, i
